# High-throughput results from PubChem BioAssay.
# ATG4B inh: inhibitors of human ATG4B cysteine protease; inhibition, % at 8.33 µM; actives 0.51% (n = 340,000); ATG4B cleavage of LC3-PLA2, NBD-HPC fluorescence, 1 h; Q9Y4P1; in the data active = inhibition above about 40%
# Target sequence (Q9Y4P1 whole entry, looked up): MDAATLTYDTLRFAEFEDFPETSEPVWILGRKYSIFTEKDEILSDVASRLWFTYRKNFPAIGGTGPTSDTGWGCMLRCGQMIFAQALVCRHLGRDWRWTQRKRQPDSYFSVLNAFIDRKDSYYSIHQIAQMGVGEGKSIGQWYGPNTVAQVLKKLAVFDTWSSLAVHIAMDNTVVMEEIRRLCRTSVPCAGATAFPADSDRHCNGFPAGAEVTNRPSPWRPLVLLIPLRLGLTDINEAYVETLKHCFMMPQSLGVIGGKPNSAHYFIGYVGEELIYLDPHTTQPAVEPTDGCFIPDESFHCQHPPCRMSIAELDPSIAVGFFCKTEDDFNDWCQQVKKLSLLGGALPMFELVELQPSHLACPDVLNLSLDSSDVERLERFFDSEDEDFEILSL
# SENP8 block: inhibitors of human SENP8 protease; recombinant SENP8, Nedd8 substrate fluorescence; inhibition, % at 20 µM; actives 0.64% (n = 360,000); in the data active = inhibition mostly above about 40%, no sharp cut-off; inactive = mostly below about 27%
# hIAP activ: human IAP activation. actives 0.16% (n = 330,000). purified human IAP, CDP-Star luminescence, 30 min; stronger effect = higher value; 1 = vehicle-only enzyme, 0 = enzyme-free background. activation factor at 10 µM. P09923;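 active = activation factor of the enzyme at least 2-fold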; note: the source names both 10 and 20 µM as test concentration; values of inactives mirror those of a sister screen read the other way
# Target sequence (P09923 whole entry, looked up): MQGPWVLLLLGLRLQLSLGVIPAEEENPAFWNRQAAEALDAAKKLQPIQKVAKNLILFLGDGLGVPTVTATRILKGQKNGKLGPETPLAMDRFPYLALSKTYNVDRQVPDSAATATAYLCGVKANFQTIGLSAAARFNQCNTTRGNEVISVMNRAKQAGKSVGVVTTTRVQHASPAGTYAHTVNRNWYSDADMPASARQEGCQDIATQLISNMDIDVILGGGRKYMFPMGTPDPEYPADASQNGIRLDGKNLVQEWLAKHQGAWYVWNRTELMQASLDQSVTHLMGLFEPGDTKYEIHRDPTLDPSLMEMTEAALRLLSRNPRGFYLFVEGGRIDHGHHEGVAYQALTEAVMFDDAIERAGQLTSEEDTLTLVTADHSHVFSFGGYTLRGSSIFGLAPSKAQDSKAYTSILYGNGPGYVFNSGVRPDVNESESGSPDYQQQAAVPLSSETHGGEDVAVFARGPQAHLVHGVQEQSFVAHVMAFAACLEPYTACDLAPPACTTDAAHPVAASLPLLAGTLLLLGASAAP
# SENP1 inh: blocks the human SENP1 SUMO protease catalytic domain. recombinant SENP1 catalytic domain, CyPet-SUMO1-YPet FRET cleavage. inhibition, % at 10 µM. actives 0.21% (n = 360,000). AID 624204;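 active = inhibition at least 30% at 10 µM, raw YFP signal under a set limit, fluorescence ratio 0.5 to 1.5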;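 note: 0% = enzyme with DMSO and 100% = no enzyme wells; some results filed as inactive read as strong as hits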
#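 System: Recombinant human SENP1 catalytic domain, His6-tagged | Incubation: Enzyme reaction for 50 min at room temperature, dark | Medium: Tris pH 8 with BME, BSA, NP40 and catalase | Also added: 25 nM SUMO1 FRET substrate | Compound: 10 µM single point, 0.5% DMSO | Measured by: FRET fluorescence in CFP and YFP emission channels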
# MPTP block: inhibitors of mitochondrial permeability transition pore | isolated mouse mitochondria, Ca2+ swelling absorbance, 30 min | inhibition, % at 10 µM | actives 1.4% (n = 360,000) | AID 602449;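 active = inhibition of 50% or more, scaled per plate between neutral and stimulator controls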;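 note: 0% = DMSO wells given calcium and 100% = 1 mM EGTA wells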
# PfGluPho inh: PfG6PD (Plasmodium falciparum) enzyme inhibition; PfGluPho enzyme, NADPH resazurin-diaphorase fluorescence; inhibition, % at 20 µM; actives 0.78% (n = 350,000);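 active = inhibition reaching at least a set limit at 20 µM in the primary screen, cut at about 59% in these data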;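 note: 0% = DMSO wells with substrate and 100% = DMSO wells lacking glucose-6-phosphate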
# NR3A LBD binder: NR3A (human) ligand-binding domain modulation | Tm shift relative to glycine control, % at 25 µM | AID 1259313 | NR3A LBD differential scanning fluorimetry, Tm shift; 0% = protein alone, 100% = glycine-bound protein | actives 2.5% (n = 340,000);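 active = melting temperature shift of at least 10% of the positive control shift, at one fixed dose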
# SENP6 block: SENP6 protease inhibition; Q9GZR1; Recombinant SENP6 catalytic domain, aminoluciferin luminescence; inhibition, % at 10 µM; actives 1.8% (n = 330,000);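 active = inhibition above about 50% at the single tested dose, limit read from the data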;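 note: plate controls were DMSO wells with enzyme for no effect and DMSO wells lacking enzyme for full effect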
# Active calls of the source: *; . = not tested or not shown; & = joins results of further samples.
SMILES,ATG4B inh,SENP8 block,hIAP activ,SENP1 inh,MPTP block,PfGluPho inh,NR3A LBD binder,SENP6 block
CC(C)NC(=S)N/N=C1\CCCc2ccccc21,-6,18,0.95,2,0.9,-3,-1,11
Cc1ccccc1C(=O)Nc1c(-c2cccs2)c(=O)c2ccccc2n1C,-6,-61,0.95,-3,2.8,16,-3,-7
COc1ccc2nc(-c3ccccc3)[nH]c(=O)c2c1,2,-19,.,0,-1.4,7,-2,.
O=C(N1CCCCCC1)N1CCN(C(=O)N2CCOCC2)CC1,7,14,0.98,2,-0.7,7,-2,-4
COc1ccc(C)cc1S(=O)(=O)N1CCC2(CC1)OCCN2S(=O)(=O)c1cccs1,-4,4,1.1,1,-0.1,-8,16*,-15
COc1cc(OC)cc(C(=O)N2CCN(C(=O)c3cccc(F)c3)CC2)c1,-3,14,1.1,1,-0.2,-25,2,-2
COc1ccc(N2CCN(CCN3C(=O)c4ccccc4C3=O)CC2)cc1,2,14,1.1,2,1.6,-1,0,-17
CCCCc1cc(=O)oc2c3c(cc(OCC(=O)NCCCO)c12)OC(C)(C)CC3,-9,-282,0.94,1,1.8,15,-2,0
FC(F)(F)c1cccc(NC(=S)NCCc2ccccn2)c1,17,8,1,-3,10,-9,-8,-14
Fc1ccc(CSc2ccc(-c3ccco3)nn2)cc1,13,2,0.95,3,-0.3,-5,0,45
CC(c1ccccc1)N1C(=O)c2ccc(C(=O)NCc3ccco3)cc2C1=O (configuration not stated),-8,24,.,2,0.1,7,-36,.
CN(Cc1ccccc1)C(=O)c1ccc(NC2=NC3CS(=O)(=O)CC3S2)cc1 (configuration not stated),-13,19,1,1,-1.4,0,-2,-8
CCCn1c(=O)c(C(=O)NC(C)c2ccccc2)c(O)c2ccccc21 (configuration not stated),-2,-25,0.9,2,2.2,-2,4,-4
Cc1ccc(S(=O)(=O)N2c3ccccc3OCC2c2ccccc2)cc1 (configuration not stated),-4,11,1.1,0,0.1,-3,-1,-2
O=C(NNC(=O)[C@@H]1CCCC[C@@H]1C(=O)O)c1cccs1,-9,19,1.1,2,-1.4,-10,2,-10
O=C(CCc1nc(-c2ccccc2)no1)NCc1cccnc1,15,6,0.86,0,-1.0,-5,-4,16
Cc1ccccc1N=C1NC(=O)/C(=C/c2cccnc2)S1,2,18,0.95,-1,3.4,2,4,-2
CCN(CC(=O)NC1CCS(=O)(=O)C1)C(=O)COc1ccccc1-c1ccccc1 (configuration not stated),-5,13,0.94,0,0.5,7,1,-7
CCc1c(C)sc(NC(=O)C2CC2c2ccccc2)c1C(N)=O (configuration not stated),-6,15,0.86,1,2.1,7,1,12
Cc1ccccc1-n1nc(C)c2cc(C(=O)NC3CC3)sc21,-8,30,1.1,0,3.7,-5,0,-2
COc1ccc(Br)cc1C1CC(=O)C(C)C(c2cc(Br)ccc2OC)N1 (configuration not stated),-8,13,1.1,2,-1.3,-29,1,-6
CN1CCN(c2ccccc2NC(=O)c2ccc(-c3ccccc3[N+](=O)[O-])o2)CC1,-1,4,0.94,-2,0.2,22,-2,-7
CCCCC(=O)Nc1ccc(NC(=O)C(C)C)cn1,-13,7,0.97,-1,-0.4,-3,-2,-3
O=C(Cn1cc(C(F)(F)F)cc(Cl)c1=O)NC1CCS(=O)(=O)C1 (configuration not stated),-7,-3,1,2,0.3,4,1,9
COc1ccc(C(=O)CSc2nc(-c3ccccn3)nc(C)c2Cl)cc1,-6,38,0.86,1,-2.0,-5,-3,-14

# Molecules above that have four or more nitrogen atoms, in the order listed:
SMILES,ATG4B inh,SENP8 block,hIAP activ,SENP1 inh,MPTP block,PfGluPho inh,NR3A LBD binder,SENP6 block
O=C(N1CCCCCC1)N1CCN(C(=O)N2CCOCC2)CC1,7,14,0.98,2,-0.7,7,-2,-4
O=C(CCc1nc(-c2ccccc2)no1)NCc1cccnc1,15,6,0.86,0,-1.0,-5,-4,16
CN1CCN(c2ccccc2NC(=O)c2ccc(-c3ccccc3[N+](=O)[O-])o2)CC1,-1,4,0.94,-2,0.2,22,-2,-7

# Part of the list above in order of SMILES length, low to high:
SMILES,ATG4B inh,SENP8 block,hIAP activ,SENP1 inh,MPTP block,PfGluPho inh,NR3A LBD binder,SENP6 block
COc1ccc(C(=O)CSc2nc(-c3ccccn3)nc(C)c2Cl)cc1,-6,38,0.86,1,-2.0,-5,-3,-14
Cc1ccccc1C(=O)Nc1c(-c2cccs2)c(=O)c2ccccc2n1C,-6,-61,0.95,-3,2.8,16,-3,-7
CN1CCN(c2ccccc2NC(=O)c2ccc(-c3ccccc3[N+](=O)[O-])o2)CC1,-1,4,0.94,-2,0.2,22,-2,-7

# (continued)
SMILES,ATG4B inh,SENP8 block,hIAP activ,SENP1 inh,MPTP block,PfGluPho inh,NR3A LBD binder,SENP6 block
CCCCNC(=O)CN(Cc1ccco1)S(=O)(=O)c1ccc(C(C)=O)cc1,14,3,1.1,-1,-0.4,2,-7,-5
O=C(Nc1nnc(C2=COCCO2)o1)c1ccc(Cl)cc1,-6,9,1,2,-0.6,-9,-6,-11
Cc1ccc(NC(=O)CC2CCCC2)c(Br)c1,0,5,0.97,2,1.1,-6,-1,0
Cc1cccc(/C=N/n2c(C3CCCCC3)n[nH]c2=S)c1,7,6,0.94,3,1.0,31,-1,-23
Cc1c(Cl)cccc1NC(=O)NNC(=O)CCc1ccccc1,-1,-3,1.1,0,-0.8,10,0,0
Cc1c(NC(=O)C(C)OC(=O)c2cccs2)c(=O)n(-c2ccccc2)n1C (configuration not stated),3,22,1,2,1.3,13,0,4
O=C(CSCc1c(F)cccc1Cl)NCCc1ccccc1,11,17,1.1,-1,0.3,-11,-2,4
CCn1nnc(-c2ccccc2NC(=O)c2cnccn2)n1,-5,28,1.2,1,-1.3,-17,-3,-1
Cc1nccn1-c1c2c(c(C#N)c3nc4ccccc4n13)CCCC2,-12,15,.,-3,0.6,-7,0,.
O=C(COc1ccccc1)Nc1nnc(-c2ccccc2Cl)o1,3,-13,0.95,1,0.2,-13,0,4
CCCCn1c(CNC(=O)C23CC4CC(CC(C4)C2)C3)nnc1SCC(=O)Nc1nnc(C)s1,0,18,1.1,1,-1.9,-47,-1,-2
CCSc1nc(N)c(NC(=O)c2ccc(Br)o2)c(=O)[nH]1,-4,6,1.1,2,-0.4,-1,0,5
COc1ccc(C(=O)NCCc2nnc(SCC(=O)Nc3ccccc3F)n2C)cc1,-6,9,0.89,2,-3.4,-21,1,-17
CC(NC1=CC(=O)c2cccnc2C1=O)C(O)c1ccccc1 (configuration not stated),26,-34,.,2,-0.2,105*,0,.
COc1ccc(OCC(=O)N/N=C(\C)CC(=O)Nc2ccc(NC(C)=O)cc2)cc1,-3,11,1.3,-1,-0.7,2,1,-12
Cc1noc(NS(=O)(=O)c2ccc(NC(=O)c3cc(S(=O)(=O)N(C)c4ccccc4)ccc3Cl)cc2)c1C,-5,19,.,4,-0.2,-40,0,.
COc1ccc(N(CC(=O)NCCSCc2ccco2)S(=O)(=O)c2ccccc2)cc1Cl,-2,-7,1.1,-4,-0.6,9,-4,-14
Cc1cccc(C)c1NC(=O)CS(=O)CC(=O)NC1CCN(Cc2ccccc2)CC1 (configuration not stated),-8,8,0.93,2,0.7,-8,2,-3
COc1ccc(C(CC(=O)O)NC(=O)COc2ccccc2)cc1OC (configuration not stated),-6,11,0.94,0,-0.6,-3,1,-12
CCC(NC(=O)c1ccccc1O)c1ccccc1 (configuration not stated),1,-115,1.1,3,-3.2,-5,1,-15
O=C(OCc1ccccc1)N1CCOCCN(C(=O)OCc2ccccc2)CCOCC1,-2,-15,0.99,2,-0.7,-5,1,-19
Cc1ccccc1NC(=S)NC(NC(=O)c1ccco1)C(Cl)(Cl)Cl (configuration not stated),-6,9,0.98,2,3.7,7,-10,11
COc1cc(/C(C#N)=C/c2ccccc2)c([N+](=O)[O-])cc1OC,-21,-18,0.92,1,-0.2,7,-1,-6
CC(C)CN(C(=O)CSc1nnc2ccccn12)C1CCS(=O)(=O)C1 (configuration not stated),-64,-57,1.1,1,-0.1,6,3,-8
O=C(CC(=O)Nc1cccc(Cl)c1Cl)Nc1cccc(Cl)c1Cl,-4,7,1,1,3.4,3,1,-7

# Carrying on.
SMILES,ATG4B inh,SENP8 block,hIAP activ,SENP1 inh,MPTP block,PfGluPho inh,NR3A LBD binder,SENP6 block
CCc1cc2cc(C)ccc2nc1SCC(=O)NC1CCCC1,7,2,0.8,1,2.5,-15,-2,-6
CCOc1cccc(/C=C2\NC(=S)N(c3ccccc3)C2=O)c1O,1,10,0.96,48*,3.5,12,1,92*
COc1ccc2nc(N3C(=O)CC(Cc4ccc(C)cc4)C3=O)sc2c1 (configuration not stated),-10,7,0.96,0,-6.9,8,2,-19
O=C(NC1CCCCCC1)C1c2ccccc2C(=O)N1Cc1ccco1 (configuration not stated),-5,8,0.79,2,-1.1,11,0,0
Clc1ccccc1-c1nc(-c2ccccc2)n[nH]1,-2,6,0.81,0,2.6,7,-1,74*
Cc1c(C)c2ccc(OCC(=O)NC3CCN(Cc4ccccc4)CC3)c(C)c2oc1=O,-5,-342,1.2,-6,0.2,-5,-1,13
COc1ccc(O)c(/C=N/NC(=O)CCC(=O)Nc2ccc(C)cc2)c1,-4,-281,1.6,12,0.8,-28,2,-15
CC[C@]12c3[nH]c4ccc(OC)cc4c3CCN1C(=O)C(CC(=O)NCCCn1ccnc1)C[C@@H]2C(=O)N1CCN(C(=O)C2CC2)CC1 (some centres not stated),.,8,.,0,-0.5,-2,0,.
Nc1nc(NCc2ccccc2)nc(Nc2ccc(F)cc2)c1[N+](=O)[O-],12,11,0.94,2,7.1,-10,1,16
CCOC(=O)/C(=N\Nc1cccc(C(F)(F)F)c1)N1CCOCC1,-1,3,0.95,2,1.2,0,0,-9
Cc1cccc(C)c1OCc1cc(C(=O)N2CCN(c3ccc(F)cc3)CC2)no1,34,4,1.1,1,0.0,3,-1,55*
CCOc1ccccc1NC(=O)c1cccc(NC(=O)C(C)C)c1,0,4,1.1,3,0.3,0,-3,6
O=C(CSCc1nc2ccccc2[nH]1)Nc1ccc(Oc2ccccc2)cc1,-4,14,0.87,-1,9.6,1,-8,2
CCn1cc(CNC(=O)/C=C/c2ccc([N+](=O)[O-])cc2)c(C)n1,-1,11,0.98,2,-1.4,4,0,-2
O=c1cc(CO)oc(C(Nc2ccccn2)c2cccc(F)c2)c1O (configuration not stated),2,5,0.96,12,-1.5,16,-2,-12
Cc1cccc(C(=O)OC(C)CN2C(C)CCCC2C)c1 (configuration not stated),2,10,1.2,-1,-0.9,-10,-2,-2
CC(NC(=O)CCN1C(=O)c2ccccc2C1=O)c1ccccc1 (configuration not stated),6,10,1.1,-1,-0.4,0,-1,6
CC(C)c1nnc(NC(=O)C2CCN(C(=O)Nc3ccccc3)CC2)s1,-3,19,0.89,0,-1.6,0,-1,-11
COCCCNC(=O)c1cc(C(=O)c2c(-c3c(Cl)cccc3Cl)noc2C)c[nH]1,-7,15,1.1,-1,0.3,4,0,-20
COc1ccc(/C=N/Nc2ccc([N+](=O)[O-])cc2)cc1O,-9,-18,0.82,-21,2.4,81*,27*,49
CC1(C)SC(=S)N(/N=C/c2cccnc2)C1N(O)C(=O)NC1CCCCC1 (configuration not stated),-5,5,0.95,2,1.5,6,1,-9
Cc1cn(-c2cc(C(=O)Nc3ccc(C)c(NC(=O)N4CCNC4=O)c3)cc(C(F)(F)F)c2)cn1,-8,2&3,1,1&0,-1.6&0.7,-3&15,-4,-19
CCOc1ccc(CCNC(=O)c2ccc3c(=O)[nH]c4c(C(=O)NC(C)C)sc(=S)n4c3c2)cc1,-1,9,1.1,48*,41,4,-1,3
CCOC(=O)NNC(=O)c1[nH]c2ccc(Br)cc2c1-c1ccccc1,2,-17,1.2,5,0.4,-11,-5,-5
O=C(O)CC(NCc1ccco1)C(=O)OCCCl (configuration not stated),0,3,0.9,-1,0.3,13,-1,-11
COc1ccc(S(=O)(=O)N2CCC(C(=O)N[C@@H](C)C(=O)NCc3ccccn3)CC2)cc1,.,15,.,2,-1.1,5,.,.
